PGE2 EP2 inh: human EP2 receptor antagonists, primary screen, TR-FRET cAMP, C6 glioma cells. Prostaglandin E2 receptor EP2 subtype (Homo sapiens), P43116. C6 glioma cells expressing human EP2; cells stimulated with saturating PGE2. inhibition, % at 25 µM. actives 0.52% (n = 260,000). AID 1422, 2008;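 active means percent inhibition above 40 after rounding to a whole number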;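 further: rat C6 glioma host cells with rolipram phosphodiesterase inhibitor present; the protocol text gives 20 µM as final concentration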
Target sequence (P43116 whole entry, looked up): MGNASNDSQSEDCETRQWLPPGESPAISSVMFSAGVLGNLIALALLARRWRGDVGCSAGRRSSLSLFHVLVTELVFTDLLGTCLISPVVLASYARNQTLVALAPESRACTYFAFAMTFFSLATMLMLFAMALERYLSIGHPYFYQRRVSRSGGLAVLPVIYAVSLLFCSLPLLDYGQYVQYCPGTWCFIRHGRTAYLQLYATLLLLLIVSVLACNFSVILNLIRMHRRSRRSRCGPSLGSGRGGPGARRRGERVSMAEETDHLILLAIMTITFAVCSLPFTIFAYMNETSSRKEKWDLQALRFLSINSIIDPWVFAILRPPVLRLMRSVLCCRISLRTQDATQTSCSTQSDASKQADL
Active calls of the source: *. Only part of the results is shown; count on the stated rates, not on these rows.

SMILES | PGE2 EP2 inh
CC(=O)N(Cc1ccco1)c1nc(-c2ccc(Cl)cc2)cs1 | 6.2
COc1ccc2cc(CN(Cc3ccc4c(c3)OCO4)C(=O)Nc3ccc(Cl)cc3)c(=O)[nH]c2c1 | 7.5
O=[N+]([O-])c1ccc(NN=C2c3ccccc3Cc3ccccc32)c([N+](=O)[O-])c1 | 44.2*
COc1cc2[nH]c(=O)c(C(=O)NCc3ccco3)c(O)c2cc1OC | 14.5
CC(=O)[C@H]1CC[C@@H]2[C@]1(C)CC=C1[C@@]23C=C[C@@]2(C[C@H](O)CC[C@@]12C)[C@H](C(=O)O)[C@@H]3C(=O)O | 40.8*
COc1ccc(N(CC(=O)N2CCC(C)CC2)S(=O)(=O)c2ccc(F)cc2)cc1 | 10.4
OC1(c2cccc(C(F)(F)F)c2)CCN(Cc2nnnn2Cc2ccco2)CC1 | 12.7
Cn1c(=O)c2c(nc(S(C)(=O)=O)n2C)n(C)c1=O | 12.0
CCC(CN1CCCCC1)NC(=O)Cc1ccc2c(c1)OCCO2 (configuration not stated) | 4.1
CC(C)Oc1ccc(C(=O)Nc2nccs2)cc1 | 11.8

Exported as tab-separated lines: two of the compounds above
mol	PGE2 EP2 inh
Cn1c(=O)c2c(nc(S(C)(=O)=O)n2C)n(C)c1=O	12.0
CCC(CN1CCCCC1)NC(=O)Cc1ccc2c(c1)OCCO2 (configuration not stated)	4.1

The results go on.
SMILES | PGE2 EP2 inh
COc1ccc(-c2nnc(SCc3nnc(-c4ccccc4)o3)o2)cc1OC | 10.5
Cc1ccc2c(c1)-c1cc(C)nn1C(c1ccc(O)cc1)N2 (configuration not stated) | 14.8
COc1cc2c(cc1OC)C(c1ccncc1)N(Cc1cnc(C)nc1)CC2 (configuration not stated) | 5.6
Cc1ccc2nc3c(c(NCCCN(C)C)c2c1)CCC3 | 2.3
N#C/C(=C\Nc1ccccn1)C(=O)C1CC1 | 14.0
CCNC(=S)N1CCN(C)CC1 | 9.0
c1cc[n+](CC2OCc3ccccc3CO2)cc1 | 10.4
COC(=O)/C=C/c1ccc2c(c1)S(=O)(=O)N(Cc1ccc(OC)cc1)[C@H]2CC(=O)OC | 13.2
O=S(=O)(c1ccc(Nc2ccc(-c3ccccc3)nn2)cc1)N1CCCC1 | 10.6
CCn1c(COc2ccc(Br)cc2)nnc1SCC(=O)Nc1cccc(OC)c1 | 4.1
Cc1ccc(CC(=O)NCc2ccco2)cc1 | 8.1
CCC(=O)Nc1ccc2nc(SCC(=O)Nc3cccc(C(C)=O)c3)sc2c1 | 13.8
Cc1sc(NC(=O)CSc2ncnc3scc(-c4ccccc4)c23)c(C#N)c1C | 11.8
CC(C)N1CCN(C(=O)c2ccncc2)CC1 | 11.3
Cc1cc(=O)[nH]c(SCC(=O)Nc2ccccc2C(N)=O)n1 | 10.6
CCC(c1nnnn1Cc1cccs1)N1CCN(c2cccc(C)c2C)CC1 (configuration not stated) | 6.4
CCCn1c(SCC(=O)Nc2nnc(C)s2)nc2c1c(=O)n(C)c(=O)n2C | 9.9
CN(C)c1ccc(O)c2c1C[C@H]1C[C@H]3[C@H](N(C)C)C(=O)C(C(N)=O)=C(O)[C@@]3(O)C(=O)C1=C2O | 11.9
COc1ccc(OC)c(NC(=O)CSc2nc3c(c(=O)n(C)c(=O)n3C)n2Cc2ccccc2)c1 | 8.7
COC(=O)C[C@H]1c2cc(C(F)(F)F)ccc2S(=O)(=O)N1C(C)(C)C | 21.1
COc1ccc(OC)c(CNc2nc3ccccc3n2C)c1 | 12.6
C[C@H](Cn1nnc2ccccc21)NC(=O)c1ccc(=O)[nH]c1 | 8.0
Cc1ccc(N(CC(=O)NC(C)(C)C)C(=O)CCC(=O)Nc2ccccn2)c(C)c1 | 8.0
COc1ccc(N2C(=O)c3cccc4c(N(C)CCO)ccc(c34)C2=O)cc1 | 11.5
COc1ccc(N2CCN(C(=O)C3CCN(C(=O)c4ccccc4C)CC3)CC2)cc1 | 8.2
Cc1c(C(=O)OC(C)C(C)CN(C)C)oc2ccccc12 (configuration not stated) | 14.2
CCOC(=O)c1ccc(NC(=O)COC(=O)c2cc3ccccc3o2)cc1 | 9.8
Clc1ccc(Cn2c(NCc3ccncc3)nc3ccccc32)cc1 | 6.3
O=C(Cn1ncc2cccn2c1=O)Nc1ccc2c(c1)OCCO2 | 4.2
COc1ccccc1NC(=O)CSc1nc2ccccc2c(=O)n1C | 13.9

Exported as a markdown table: entries from further up.
| molecule | PGE2 EP2 inh |
| --- | --- |
| C[C@H](Cn1nnc2ccccc21)NC(=O)c1ccc(=O)[nH]c1 | 8.0 |
| CCOC(=O)c1ccc(NC(=O)COC(=O)c2cc3ccccc3o2)cc1 | 9.8 |

(more compounds)
SMILES | PGE2 EP2 inh
CCOc1ccc2[nH]c(=O)c(CN(C(=S)NCCOC)C3CCCC3)cc2c1 | 11.2
CCC(=O)N1CCNC(=O)C1CC(=O)OC (configuration not stated) | 7.5
CC(C)(C)NC(=O)C1CCN(C(=O)NC2CCCCC2)CC1 | 4.9
O=C(COC(=O)c1cccnc1)Nc1ccc(Cl)c(Cl)c1 | 14.4
CN(C(=O)CN1C(=O)[C@@H]2CCCN2C(=O)c2ccccc21)C1CCCCC1 | 2.1
Cc1cccc(OCc2nnc(SCC(=O)NC3CCCC3)n2C)c1 | 10.5
CCCNC(=O)c1c(NC(=O)c2ccccc2)sc2c1CCCC2 | 18.9
Cc1c(C(=O)Nc2ccccc2)sc2ncn(C(C)C(=O)OC(C)C)c(=O)c12 (configuration not stated) | 3.9
COc1ccc(NC(=O)CCN2CCC(C)CC2)c(OC)c1 | 11.9
COc1ccc(OC)c(C(=O)Cn2cnc3c(cnn3-c3ccccc3Cl)c2=O)c1 | 12.8
COc1ccc(-n2nc3ccc(NC(=S)NC(=O)c4cc(OC)c(OC)c(OC)c4)cc3n2)cc1 | 3.7
COCCNC(=S)NNc1ncnc2sc3c(c12)CCCC3 | 8.0
NNc1nc2sc3c(c2c(=O)n1-c1ccccc1)CCC3 | 4.6
CCOc1ccccc1NC(=O)CSc1nnnn1-c1cccc(OC)c1 | 10.3
COc1cccc(C(=O)N2CCN(Cc3ccccc3C)CC2)c1OC | 20.1
CCn1c(=O)n(CC(=O)NC2CCCC2)c2cccnc21 | 3.9
NC(=O)CSc1nnnn1-c1ccccc1F | 7.1
COc1ccc(C[C@H](C)NC[C@@H](O)c2ccc(O)c(NC=O)c2)cc1 | 11.3
CCn1nc(C)c(CN(CCCn2ccnc2)Cc2cccc(F)c2)c1C | 2.4
Cc1cc2cc(C#N)c(N3CCN(C)CC3)nc2cc1Cl | 4.6
Cc1cccc(CCN(C(=O)c2csnn2)C(C(=O)NC(C)(C)C)c2ccco2)c1 (configuration not stated) | 7.3
COc1ccccc1NC(=O)c1ccc(C)c(S(=O)(=O)N2CCCCCC2)c1 | 11.1
COc1cc(CN(Cc2ccccn2)C2CC(C)(C)NC(C)(C)C2)cc(OC)c1O | 5.0
O=S(=O)(c1ccc(C(F)(F)F)cc1)N1CCN(N2CCOCC2)CC1 | 4.1
CCOc1cccc(C2C3=C(CCCC3=O)N(C)C3=C2C(=O)CCC3)c1 | 10.8
CCOc1ccc2nc(NC(=O)CSc3nc(C)cc(=O)[nH]3)sc2c1 | 12.3
CC(C)c1nnc(NC(=O)Cc2cccc3ccccc23)s1 | 9.2
CC(C)=CCCC(C)[C@@H]1CC[C@]2(C)C3=C(CC[C@@]12C)C1(C)CC[C@H](O)C(C)(C)C1CC3 (some centres not stated) | 13.6
CCc1cc2ccccc2nc1SCC(=O)Nc1ccccc1F | 9.3
C[C@@H](Cn1nnc2ccccc21)NC(=O)c1ccn(C)n1 | 7.6
COc1ccccc1CN1CCC(C(=O)NC(C)(C)C)CC1 | 12.8
COc1cc(-c2nnc(C3CCCCC3)o2)ccc1OCc1ccccc1 | 6.3
NC(=O)CSc1nnc(-c2cccs2)o1 | 11.9
CCN1C(=O)N(C)[C@@H](c2ccccc2)C(C(C)=O)=C1C | 7.9
CCOc1cc(C2C3=C(CCCC3=O)NC3=C2C(=O)CCC3)cc(Cl)c1OCC | 19.1
C/C=C1\COC(C(=O)NCc2cccc(OC)c2OC)(C(F)(F)F)C=C1C=C1CCCCC1 (configuration not stated) | 3.8
CCOC(=O)CSc1nc2c(C)cccc2cc1CC | 9.8
Fc1ccc(C2CCN(Cc3ccncc3)CC2)cc1 | 6.8
CC(=O)N1[C@H](C)C=C[C@]1(Cc1ccccc1)C(=O)NCCN1CCOCC1 | 15.8
Cc1cc(C(F)F)n2nc(C(=O)Nc3ccc(F)c(F)c3)nc2n1 | 8.1
CCc1ccc2[nH]c(=O)c(CN(Cc3nnnn3CCc3ccccc3)CC3CCCO3)cc2c1 (configuration not stated) | 4.5
O=C(Nc1ccc(F)cc1)N(Cc1cc2cc3c(cc2[nH]c1=O)OCCO3)C1CCCCC1 | 9.2
COc1ccccc1CC(=O)NCCn1nc(-c2ccco2)ccc1=O | 3.1
COc1cc(O)c(C(=O)c2ccccc2)cc1O | 35.1
CCn1c(=S)[nH]c2c1c(=O)[nH]c(=O)n2C | 6.3
CCCC(=O)NC(c1ccccc1Cl)c1cc(Cl)c2cccnc2c1O (configuration not stated) | 15.1
COc1cc(-c2noc(C3CCCN(S(=O)(=O)c4ccc(F)cc4)C3)n2)cc(OC)c1OC (configuration not stated) | 9.2
CCOc1ccc2c(c1)NC1(CCN(C(=O)c3ccccc3F)CC1)c1cccn1-2 | 9.2
O=C(CSc1nc(-c2cccs2)cc(C(F)(F)F)n1)Nc1ccccc1F | 19.4
O=C(C1CCN(S(=O)(=O)c2ccc(-n3cnnn3)cc2)CC1)N1CCCC1 | 10.5

Going on with the list.
SMILES | PGE2 EP2 inh
Cc1nnc(NC(=O)CC2CC3CCC2C3)s1 (configuration not stated) | 8.8
O=C(O)CNc1ccc(C(=O)O)cc1 | 9.7
COc1ccc(CNc2c(C(C)Cc3ccc4c(c3)OCO4)nc3cnccn23)cc1 (configuration not stated) | 9.6
COCCNC(=O)C(OC(=O)c1cc2sccc2n1C)c1ccncc1 (configuration not stated) | 5.1
COc1cccc(C2NC(=S)NC(C)=C2C(=O)Nc2cc(Cl)ccc2C)c1OC (configuration not stated) | 10.7
CC(C)(C)c1nc2ccccc2c2nnc(SCC(=O)NC3CC3)n12 | 8.3
CCOC(=O)CC(=O)NNC(=O)c1c(O)c2ccccc2n(CC)c1=O | 9.9
O=C(NC1CCCC1)C(c1ccco1)N(Cc1ccccc1Cl)C(=O)c1csnn1 (configuration not stated) | 3.9
CCO[C@@H]1OC(C(=O)Nc2ccccc2)=C[C@H](C)[C@H]1CCCO | 12.1
COCCn1c(SCC(=O)N2CCc3ccccc32)nnc1-c1ccc(OC)cc1 | 5.4
COc1ccc(N(C(=O)c2ccccn2)C(C(=O)NC2CCCCC2)c2ccc(F)cc2)cc1OC (configuration not stated) | 2.1
COC(=O)[C@@H]1C(O)CC[C@H]2CN3CCc4c([nH]c5ccccc45)[C@@H]3C[C@@H]21 (some centres not stated) | 15.6
Cc1ccccc1OCCCC(=O)Nc1nnc(C2CCCCC2)s1 | 9.1
O=C(CN1CCC(c2ccncc2)CC1)Nc1ccc2c(c1)OCO2 | 6.7
COC(=O)c1ccc(S(=O)(=O)N(Cc2cc3cc(C)c(C)cc3[nH]c2=O)CC2CCCO2)cc1 (configuration not stated) | 8.6

Entries listed so far that have fluorine, in the order listed:
SMILES | PGE2 EP2 inh
COc1ccc(N(CC(=O)N2CCC(C)CC2)S(=O)(=O)c2ccc(F)cc2)cc1 | 10.4
OC1(c2cccc(C(F)(F)F)c2)CCN(Cc2nnnn2Cc2ccco2)CC1 | 12.7
COC(=O)C[C@H]1c2cc(C(F)(F)F)ccc2S(=O)(=O)N1C(C)(C)C | 21.1
NC(=O)CSc1nnnn1-c1ccccc1F | 7.1
CCn1nc(C)c(CN(CCCn2ccnc2)Cc2cccc(F)c2)c1C | 2.4
O=S(=O)(c1ccc(C(F)(F)F)cc1)N1CCN(N2CCOCC2)CC1 | 4.1
CCc1cc2ccccc2nc1SCC(=O)Nc1ccccc1F | 9.3
C/C=C1\COC(C(=O)NCc2cccc(OC)c2OC)(C(F)(F)F)C=C1C=C1CCCCC1 (configuration not stated) | 3.8
Fc1ccc(C2CCN(Cc3ccncc3)CC2)cc1 | 6.8
Cc1cc(C(F)F)n2nc(C(=O)Nc3ccc(F)c(F)c3)nc2n1 | 8.1
O=C(Nc1ccc(F)cc1)N(Cc1cc2cc3c(cc2[nH]c1=O)OCCO3)C1CCCCC1 | 9.2
COc1cc(-c2noc(C3CCCN(S(=O)(=O)c4ccc(F)cc4)C3)n2)cc(OC)c1OC (configuration not stated) | 9.2
CCOc1ccc2c(c1)NC1(CCN(C(=O)c3ccccc3F)CC1)c1cccn1-2 | 9.2
O=C(CSc1nc(-c2cccs2)cc(C(F)(F)F)n1)Nc1ccccc1F | 19.4
COc1ccc(N(C(=O)c2ccccn2)C(C(=O)NC2CCCCC2)c2ccc(F)cc2)cc1OC (configuration not stated) | 2.1
